# Luciferase inh: Photinus pyralis luciferase inhibition. AID 1347043. Potency, µM (highest dose often 115 µM), inactives show top-dose activity change, negative = inhibition, most hits filed as inhibitors. hit rate 2.5% among 76,000. purified P. pyralis luciferase, luminescence, biochemical. P08659; note: potency is the fitted concentration of half-maximal effect; nearly all actives have a fitted effect of over 65% in size
# Target sequence (P08659 whole entry, looked up): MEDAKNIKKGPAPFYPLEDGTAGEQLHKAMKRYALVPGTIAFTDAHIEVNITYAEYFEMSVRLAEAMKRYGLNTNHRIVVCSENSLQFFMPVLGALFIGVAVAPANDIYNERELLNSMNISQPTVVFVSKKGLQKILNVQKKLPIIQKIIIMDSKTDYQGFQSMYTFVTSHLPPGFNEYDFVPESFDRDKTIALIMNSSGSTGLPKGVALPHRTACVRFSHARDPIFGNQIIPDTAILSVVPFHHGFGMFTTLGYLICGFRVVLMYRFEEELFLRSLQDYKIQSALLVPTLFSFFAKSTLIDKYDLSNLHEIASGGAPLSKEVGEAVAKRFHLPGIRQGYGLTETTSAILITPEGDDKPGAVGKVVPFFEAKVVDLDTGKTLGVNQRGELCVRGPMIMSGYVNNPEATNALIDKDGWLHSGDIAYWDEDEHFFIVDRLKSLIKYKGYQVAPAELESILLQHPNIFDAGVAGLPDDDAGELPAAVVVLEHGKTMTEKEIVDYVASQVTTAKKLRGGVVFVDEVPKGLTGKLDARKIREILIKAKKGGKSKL
#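 Luminescence read by CCD imaging after purified firefly luciferase (10nM final) was added to substrate buffer holding 10uM D-luciferin and 10uM ATP, pH 7.5, pre-dosed with compound.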
# SNCA expr inh: reduces expression of the alpha-synuclein gene; HEK-293 SNCA-luciferase knock-in, luminescence, 24 h; Potency, µM (doses to about 57.2 µM), for inactives: at the top dose activity change, negative = inhibition, most hits filed as inhibitors; hit rate 0.17% among 140,000;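 note: potency is the fitted concentration of half-maximal effect; plate controls were DMSO cells for no effect and cell-free wells for full effect; nearly all actives have a fitted effect of over 45% in size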
# IP6K1 inh: inhibitors of human IP6K1 | Q92551 | IP6K1 kinase, ADP-Glo luminescence, 2 h; active compounds read low | activity change, % (series mostly up to about 58 µM) | hit rate 0.81% among 140,000 | AID 1645851; in the data active = activity change below about -25%
# Target sequence (Q92551 whole entry, looked up): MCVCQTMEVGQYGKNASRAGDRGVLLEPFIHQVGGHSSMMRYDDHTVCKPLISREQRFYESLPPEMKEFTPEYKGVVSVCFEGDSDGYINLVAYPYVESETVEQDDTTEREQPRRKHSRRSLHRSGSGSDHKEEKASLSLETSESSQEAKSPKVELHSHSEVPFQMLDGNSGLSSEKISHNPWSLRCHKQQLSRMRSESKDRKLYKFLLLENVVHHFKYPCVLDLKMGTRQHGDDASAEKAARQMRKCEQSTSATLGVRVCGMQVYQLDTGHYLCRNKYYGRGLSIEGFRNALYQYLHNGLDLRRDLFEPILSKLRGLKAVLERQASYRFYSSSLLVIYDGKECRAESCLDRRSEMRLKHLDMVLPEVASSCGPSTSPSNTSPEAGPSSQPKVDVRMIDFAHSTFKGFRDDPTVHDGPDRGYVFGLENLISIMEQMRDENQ
#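 ADP-Glo luminescence measures ADP made by human IP6K1 during a 2 h RT reaction with ATP/IP6 (mix at 1.3 mM/130 uM); top library doses 57.5 and 19.1 uM final.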
# HEK293 viab: counter-screen for SNCA expression inhibitors: cell viability. HEK-293-SNCA-luc viability, GF-AFC fluorescence, 24 h. Potency, µM (highest dose often 57.1 µM), for the others: top-dose activity change, negative = cytotoxicity, hits mostly cytotoxic. hit rate 0.12% among 150,000;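 note: potency is the fitted concentration of half-maximal effect; 0% = DMSO-treated cells and -100% = medium-only wells without cells; nearly all actives have a fitted effect of over 30% in size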
#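 HEK-293-SNCA-luc cells (1500/well) plated 24 h, then exposed 24 h to a dilution series; GF-AFC added 30 min at 37C, fluorescence 405/540 nm; normalised to medium-only and DMSO wells, Hill fit.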
# HEK293 tox: kills HEK 293 cells; Potency, µM (titrated, usually from 115 µM), inactives show top-dose activity change, negative = cytotoxicity, actives largely listed as inhibitors; HEK 293 viability, ATP luminescence (CellTiter-Glo), 48-72 h; AID 1345083; hit rate 6.6% among 94,000; note: potency is the fitted concentration of half-maximal effect; nearly all actives have a fitted effect of over 60% in size
#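 Cells seeded first (HEK 293, 250 cells/well), then compound added by pintool. Incubation ran 48 or 72 hr at 37 degree Celsius. CellTiter-Glo was added and luminescence imaged after 10 min at room temperature.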
# 3T3 cytotox: cytotoxic compounds in NIH 3T3 cells. NIH 3T3 viability, CellTiter-Glo ATP luminescence, 48-72 h. Potency, µM (highest dose often 96.7 µM), for the others: top-dose activity change, negative = cytotoxicity, actives largely listed as inhibitors. hit rate 4.3% among 94,000; note: potency is the fitted concentration of half-maximal effect; nearly all actives have a fitted effect of over 55% in size
#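 First NIH 3T3 cells are plated at 400 cells/well; next compound is pinned in; then plates incubate 48 or 72 hr at 37 °C; finally CellTiter-Glo is added and luminescence read after 10 min.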
# GPT2 inhibitor: GPT2 alanine aminotransferase inhibition; hit rate 0.25% among 100,000; Q8TD30; Potency, µM (top dose mostly 57.7 µM), inactives show at the top dose activity change, negative = inhibition, hits mostly inhibitors; Recombinant GPT2, coupled pyruvate oxidase/HRP Amplex Red fluorescence; AID 1671188; note: potency is the fitted concentration of half-maximal effect; nearly all actives have a fitted effect of over 60% in size; many of its hits are not listed in these tables
#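 Fluorescence read-out: pyruvate from GPT2 turnover coupled to pyruvate oxidase, HRP and Amplex Red (0.2mM ThPP, 0.2U/mL PO and HRP, 50uM Amplex final). Substrates 250uM a-KG, 2mM L-alanine; enzyme 10ng/uL; 30 min RT.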
# An asterisk follows results filed as active; i = inactive; ? = inconclusive; . = no result given; [ ] = dose if it differs, or a comment. Unless noted, calls come from the whole dose curve; as a rule, active = well fitted curve in the direction sought with a large enough effect; inconclusive = small, poorly fitted or top-dose-only effect, or another doubt; inactive = no such curve, though single readings can be large; an effect the other way counts as inactive or inconclusive. Unless noted, % is set by controls: 0 for no effect and ±100 for the full control effect.
SMILES,Luciferase inh,SNCA expr inh,IP6K1 inh,HEK293 viab,HEK293 tox,3T3 cytotox,GPT2 inhibitor
COc1ccc(C2(C(=O)N3CCC(C(=O)N4CCCCCCNC(=O)CC4)CC3)CC2)cc1,1.3%,-15.4%,-6.9,-0.7%,i,i,i
Cc1ccc(Cl)cc1N(C)C(=O)c1cnc(N2CCOCC2)c2ccccc12,.,11.5%,2.0,4.9%,.,.,.
CC(=O)N1CCCc2cc(S(=O)(=O)N(C)CC(=O)Nc3cccc(Cl)c3C)ccc21,.,-16.5%,12.3,0.0%,.,.,.
CCOC(=O)c1ccc(NC(=O)NCCOCCn2c(=O)oc3ccccc32)cc1,.,26.3%,19.1,-0.9%,.,.,.
Cc1ccc(CN2CC(C(=O)NCCc3noc(C4CC4)n3)CC2=O)cc1 (configuration not stated),.,16.4%,-2.4,10.2%,-27.0%,-12.1%,0.2%
Cc1cccc(NC(=O)CSc2ncc(-c3ccccc3)[nH]2)c1C,.,137.1%[activator],-14.5,-2.0%,.,.,.
CSc1ncc(C(=O)Nc2ccccc2C(=O)c2ccccc2)c(C(F)(F)F)n1,.,6.8%,-0.8,-11.3%,.,.,.
Cc1ccc(-c2nnc3ccccc3c2C(=O)Nc2ccc(F)cc2)cc1,.,180.3%[activator],2.2,5.1%,.,.,.
O=C(COc1ccccc1)N1CCC2(CC1)CN(Cc1ccccc1)CC2CO (configuration not stated),0.4%,15.2%,27.9,-8.9%,?,?,i
C=C1C(=O)O[C@@H]2CC(C)=C([C@@H](C)CCCO)[C@@H](OC(=O)C(C)C)[C@H]12,.,.,17.6,-16.6%,.,.,i
CCC(CC)C(=O)NC1CCN(c2cnn(CC)c(=O)c2)CC1,-2.0%,25.5%,36.3,-0.2%,-1.2%,-1.8%,2.2%
COc1cc(OC)cc(C(=O)Nc2ccc3c(c2)CN(Cc2ccc4c(c2)OCO4)C(=O)C(C)O3)c1 (configuration not stated),-6.6%,-8.2%,-7.6,-0.9%,?,?,-15.6%
CN1CCC(NC[C@H]2COCc3nc4cc(C(F)(F)F)ccc4n32)CC1,1.2%[172 µM],-15.0%[87.6 µM],-1.3,3.2%[87.6 µM],?,-16.5%[138 µM],-4.7%[88.5 µM]
O=C(Nc1ccccn1)C1CC(=O)N(c2n[nH]c3ccccc23)C1 (configuration not stated),3.8%,-12.5%,2.7,5.9%,?,i,-11.0%
COc1ccc(C(=O)N2CCOCCNC(=O)[C@H]3CCCC[C@H]32)c(OC)n1,4.6%,4.2%,5.2,-11.0%,-12.0%,-11.9%,i
COCCN1C(=O)c2ccccc2C(C(=O)NCc2ccccc2F)C12CCCCC2 (configuration not stated),0.0%,1.0%,14.8,-8.2%,-28.1%,?,i
COc1ccc(CNC(=O)C2CN(C(C)C)C(=O)N2)cc1 (configuration not stated),.,-1.7%[87.6 µM],13.8,3.4%[12.5 µM],0.0%[172 µM],-20.6%[138 µM],2.9%[88.5 µM]
CCOc1nccnc1NC1CCN(C(=O)c2ccc(C)s2)CC1,13.4%,-10.8%,-7.7,3.7%,?,-6.5%,i
Cc1cc(C)cc(NC(=O)CN2C(=O)COc3ccc(S(=O)(=O)Nc4ccccc4)cc32)c1,.,-26.6%,29.0,-29.0%,.,.,.
O=S(=O)(c1ccccc1)n1nc(-c2ccco2)nc1NCc1ccccc1,.,47.2%[activator],8.4,9.5%,.,.,.
CC(C)(C)C(=O)NC1CCN(c2cn[nH]c(=O)c2)CC1,-11.2%,5.8%,7.9,?,-8.7%,-14.6%,?
Cc1ccc(C(=O)n2nc(C)c(S(=O)(=O)N3CCOCC3)c2C)cc1,.,3.8%,12.0,7.8%,.,.,.
CCc1ccc(NC(=O)CC2C(=O)N(c3ccc(C)cc3)C(=O)N2C2CCCC2)cc1 (configuration not stated),.,64.5%[activator],-5.0,-20.0%,.,.,.
COCCn1ncc(N2CCC(C(=O)NCC3CCCCC3)C2)cc1=O (configuration not stated),2.2%,4.1%,8.4,7.2%,i,i,i
COc1ccc(NC(=O)CN2C(=O)C(C)(C)c3ccccc32)cc1Cl,.,-5.6%,-7.0,-20.5%,.,.,.
N#Cc1ccc(CNC(=O)[C@@H]2Cc3nc[nH]c3CN2Cc2ccc(C(F)(F)F)cc2)cc1,-0.6%,?,10.2,-8.6%,-27.3%,-29.8%,i
O=C1CC(c2ccccc2)N(C(=O)C2CC2)CCCN(C(=O)NCc2ccccc2)CCN1 (configuration not stated),-9.1%,11.3%,9.3,6.6%,2.1%,-11.4%,-21.2%
COCC(=O)N1C[C@@H]2C(=O)N(CCc3ccccc3)C(=O)[C@@H]2C1,8.9%,4.2%,-9.6,-1.3%,2.5%,i,3.5%
O=C1CC(c2ccccc2)N(C(=O)CNC(=O)C2CC2)CCCCCCN1 (configuration not stated),6.1%,-12.2%,0.2,8.8%,i,-9.4%,i
CCOc1ccccc1CN1CCC2(CCN(CCc3ccc(OC)cc3)CC2)Oc2ccccc21,-6.7%,17.3%,13.2,0.1%,?,?,?

# Next section; the last 2 above are carried over.
SMILES,Luciferase inh,SNCA expr inh,IP6K1 inh,HEK293 viab,HEK293 tox,3T3 cytotox,GPT2 inhibitor
O=C1CC(c2ccccc2)N(C(=O)CNC(=O)C2CC2)CCCCCCN1 (configuration not stated),6.1%,-12.2%,0.2,8.8%,i,-9.4%,i
CCOc1ccccc1CN1CCC2(CCN(CCc3ccc(OC)cc3)CC2)Oc2ccccc21,-6.7%,17.3%,13.2,0.1%,?,?,?
O=C1CCN(C(=O)C2CCN(S(=O)(=O)Cc3ccccc3)CC2)CCCCCCN1,-5.6%,-28.2%,-10.0,-7.4%,-2.0%,-4.9%,i
COc1cccc(-c2nc(CS(=O)(=O)CC(=O)Nc3cc(F)ccc3F)c(C)o2)c1,.,-21.6%,27.8,-18.3%,.,.,.
CC(=O)Nc1ccc(NC(=O)c2cccc(CN3CCCC(C#N)C3)c2)cc1 (configuration not stated),?,22.0%,21.1,6.6%,-8.0%,-9.4%,0.5%
Cc1ncnc(N2CCC(Oc3ccc4ccccc4c3)(C(=O)O)CC2)c1C,-24.3%,-10.3%,6.9,-1.1%,-5.3%,-17.2%,-0.1%[11.5 µM]
CCN(CC)C1CCOC2(CCN(C(=O)c3cccnc3C)CC2)C1 (configuration not stated),-1.6%,-8.4%,6.7,-14.6%,-3.7%,i,-14.9%
Cc1cnc(C(=O)N2CCC3(CC2)CC(N2CCN(c4ccccn4)CC2)CCO3)cn1 (configuration not stated),-11.8%,-4.4%,-1.2,9.7%,-7.4%,-11.0%,i
O=C(CCc1nnn2c1CN(C(=O)NC1CCCC1)CC2)N1CCCC1,10.0%,0.4%,-10.4,-2.5%,2.1%,-2.1%,i
COc1cc(C(=O)NCC(c2ccc3c(c2)OCO3)N2CCOCC2)cc(OC)c1OC (configuration not stated),.,10.1%,-6.9,-5.2%,.,.,.
CCCCOc1ccc(C(=O)N(Cc2ccc(C(C)C)cc2)C2CCS(=O)(=O)C2)cc1 (configuration not stated),.,4.8%,3.6,-2.5%,.,.,.
Cc1ccc(C(=O)N2CCCC3(CCNCC3)CC2)c2ccccc12,2.5%,3.5%,11.4,-15.0%,-13.6%,i,-11.0%
CCCS(=O)(=O)N1CCC(Cc2ncc(C)n2Cc2ccc(F)cc2)CC1,2.2%,1.5%,0.0,5.1%,-20.0%,-23.9%,-18.7%
CCCCN(C)C(=O)c1cccc2c1CCN2C(=O)Nc1ccc(OC)cc1,17.8µM*,-15.8%,-5.4,-20.2%,?,-20.8%,i
COCCn1nc2n(c1=O)CCN(Cc1sccc1C)CC2,-1.5%,5.6%,-6.8,1.9%,i,-0.5%,-5.5%
c1cc(CN2CCCNCCNCCCNCC2)ccc1CN1CCCNCCNCCCNCC1,.,25.7%,.,5.7%,.,.,2.2%
CN(Cc1ccccc1)C(=O)CN1C(=O)COc2ccc(C(=O)COc3cccc(F)c3)cc21,-2.6%,-6.3%,16.5,-26.3%,?,-19.8%,i
O=C(C1CN(c2ccc(F)cc2)C(=O)N1)N1CCN(Cc2ccccc2)CC1 (configuration not stated),-7.3%,?,12.0,-16.2%,25.1µM*,28.2µM*,i
Nc1nc(C2CC(N)C2)cc(N2CC(c3nc4ccccc4[nH]3)C2)n1 (configuration not stated),-0.9%,6.5%,-10.6,-16.2%,-13.0%,-3.6%,i
Cc1ccc(NC(=O)N2CCc3c(c4cc(F)ccc4n3C)C2)cc1,?,17.7%,-2.8,?,?,?,?
CCN1c2cc(C(=O)Nc3ccccc3C(=O)OC)ccc2C(=O)N2CCCCCC21 (configuration not stated),-4.1%,-15.2%,15.5,3.9%[12.5 µM],?,20µM*,1.3%
O=C(NCc1ccccc1)c1cc2sccc2n1Cc1ccc(F)cc1,.,-6.3%,-7.8,0.0%,.,.,.
O=S(=O)(Nc1cccc(-c2ccc(N3CCOCC3)nn2)c1)c1cc(C(F)(F)F)ccc1Cl,.,86.1%[activator],-0.6,2.3%,.,.,.
N#Cc1cccnc1-c1cccc(C(=O)NCCNC(=O)Cc2ccccn2)c1,.,21.0%,3.0,24.6%,-16.3%,-10.9%,i
CCn1ncc(N2CCC(NC(=O)c3ccc(C)cc3C)CC2)cc1=O,-7.7%,21.3%,14.4,7.0%,-29.0%,-19.7%,-9.4%
Cc1cc(C)n(CC(=O)NCC(=O)N2CCCCCCNC(=O)CC2c2ccccc2)n1 (configuration not stated),2.0%,-8.6%,1.6,-2.1%,i,i,-5.7%
NC1CC(c2cc(NCCc3cn4ccsc4n3)ncn2)C1 (configuration not stated),4.1%,19.9%,-0.5,-1.2%,i,-28.9%,4.1%
CCOC(=O)C[C@@H]1C[C@@H](C(C)C)[C@H](CNC(=O)C2CC2)C=C1C,-2.3%[172 µM],-0.2%[87.6 µM],7.4,-3.5%[87.6 µM],?,-15.9%[138 µM],i

# 5 entries from above, arranged by length of the SMILES, smallest number first.
SMILES,Luciferase inh,SNCA expr inh,IP6K1 inh,HEK293 viab,HEK293 tox,3T3 cytotox,GPT2 inhibitor
O=C(NCc1ccccc1)c1cc2sccc2n1Cc1ccc(F)cc1,.,-6.3%,-7.8,0.0%,.,.,.
N#Cc1cccnc1-c1cccc(C(=O)NCCNC(=O)Cc2ccccn2)c1,.,21.0%,3.0,24.6%,-16.3%,-10.9%,i
Nc1nc(C2CC(N)C2)cc(N2CC(c3nc4ccccc4[nH]3)C2)n1 (configuration not stated),-0.9%,6.5%,-10.6,-16.2%,-13.0%,-3.6%,i
CCN1c2cc(C(=O)Nc3ccccc3C(=O)OC)ccc2C(=O)N2CCCCCC21 (configuration not stated),-4.1%,-15.2%,15.5,3.9%[12.5 µM],?,20µM*,1.3%
Cc1cc(C)n(CC(=O)NCC(=O)N2CCCCCCNC(=O)CC2c2ccccc2)n1 (configuration not stated),2.0%,-8.6%,1.6,-2.1%,i,i,-5.7%
